HP1b chromo inh = HP1-beta chromodomain-methylated histone interaction inhibition. AlphaScreen HP1-beta / biotin-H3K9me3 peptide binding. P83916. Potency, µM (doses to about 114 µM), inactives show top-dose activity change, negative = inhibition, hits mostly inhibitors. AID 540317. 390,000 tested, 0.56% active; further: nearly all actives have a fitted effect of over 70% in size; inactives centre near 23
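Compound inhibition of the preformed complex between 50 nM HP1-beta and 50 nM biotinylated H3K9me3 peptide was read by AlphaScreen. Buffer was PBS pH 7.4 with 0.01% Tween-20. Incubations ran 30 min at room temperature, with 10 ug/mL donor/acceptor beads.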
Pin1 inhibitor = human Pin1 inhibition | Q13526 | Pin1 FP peptide displacement, HiFluor488, 10 min | Potency, µM (titrated, usually from 115 µM), inactives show at the top dose activity, negative = inhibition, usual class: inhibitors | 390,000 tested, 0.009% active | AID 504891; active means well fitted inhibition curve with a large enough effect in the polarisation, with a control signal flat, not every such curve was filed as active; inconclusive means small, poorly fitted or top-dose-only effect, or effect the other way, or a change in a side signal; inactive means no such curve, though single readings can be large or run the other way; the % refers to the polarisation; further: on the % scale 0 is the no-effect control and ±100 the full control effect
PGK inhibitor = inhibitors of T. brucei phosphoglycerate kinase | PGK/GAPDH coupled, Kinase-Glo luminescence, 60 min | Potency, µM (doses to about 57.5 µM), for the others: at the top dose activity change, negative = inhibition, actives largely listed as inhibitors | 380,000 tested, 0.043% active | AID 602233; further: on the % scale 0 is the no-effect control and ±100 the full control effect; nearly all actives have a fitted effect of over 60% in size
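Recombinant glycosomal PGK reaction used 1,3-bisphosphoglycerate generated in-well by GAPDH (100nM final) in 100mM TEA pH 7.6, 5mM MgCl2, 0.01% Tween-20. After 60 minutes at room temperature, ATP was read by Kinase-Glo Plus luminescence end-point.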
GLS inhibitor = inhibitors of human glutaminase (GLS); Potency, µM (highest dose often 45.5 µM), inactives show top-dose activity change, negative = inhibition, usual class: inhibitors; GLS enzymatic activity, qHTS titration; AID 624170; 410,000 tested, 0.21% active; O94925; further: on the % scale 0 is the no-effect control and ±100 the full control effect
Target sequence (O94925 whole entry, looked up): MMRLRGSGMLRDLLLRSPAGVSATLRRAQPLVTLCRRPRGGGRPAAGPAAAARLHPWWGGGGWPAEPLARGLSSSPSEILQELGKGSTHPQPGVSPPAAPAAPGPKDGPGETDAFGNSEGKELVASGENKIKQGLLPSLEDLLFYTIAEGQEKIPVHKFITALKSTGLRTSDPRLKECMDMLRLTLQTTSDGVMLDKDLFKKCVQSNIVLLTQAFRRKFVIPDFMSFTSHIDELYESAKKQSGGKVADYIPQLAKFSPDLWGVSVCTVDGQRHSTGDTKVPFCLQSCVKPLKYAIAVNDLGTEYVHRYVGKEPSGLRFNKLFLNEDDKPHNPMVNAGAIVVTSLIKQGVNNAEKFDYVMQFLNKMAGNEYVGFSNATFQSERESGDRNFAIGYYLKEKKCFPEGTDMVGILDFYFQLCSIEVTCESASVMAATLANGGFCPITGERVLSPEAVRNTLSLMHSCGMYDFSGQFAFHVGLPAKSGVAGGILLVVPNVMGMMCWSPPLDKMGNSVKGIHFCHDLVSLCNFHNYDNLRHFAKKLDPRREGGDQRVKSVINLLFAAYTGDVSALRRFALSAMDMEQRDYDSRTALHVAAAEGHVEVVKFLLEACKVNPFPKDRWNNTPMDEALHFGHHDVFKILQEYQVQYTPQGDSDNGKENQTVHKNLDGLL
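Human kidney-isoform GLS in 45 mM KH2PO4 pH 8.2, 0.02% Tween-20, with compound, started with 1mM L-Glutamine (added stock). Glutamate oxidase/HRP/Amplex red coupled fluorescence read at start and after 30 min at RT.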
BLM helicase inh = blocks DNA unwinding by human BLM helicase; Potency, µM (series often up to 56.1 µM), for inactives: at the highest dose activity change, negative = inhibition, hits mostly inhibitors; recombinant BLM DNA unwinding, fluorescence dequenching; 350,000 tested, 0.2% active;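 further: plate controls were vehicle for no effect and no enzyme for full effect; nearly all actives have a fitted effect of over 35% in size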
JMJD2A Tudor = blocks the human JMJD2A Tudor domain; O75164; AlphaScreen JMJD2A-Tudor / H3K4me3 peptide binding; Potency, µM (series often up to 114 µM), for the others: top-dose activity change, negative = inhibition, most hits filed as inhibitors; 390,000 tested, 4.4% active; further: on the % scale 0 is the no-effect control and ±100 the full control effect; nearly all actives have a fitted effect of over 50% in size
Pol iota inh = DNA polymerase iota (human) inhibition; Potency, µM (doses to about 115 µM), inactives show at the top dose activity, negative = inhibition, actives largely listed as inhibitors; Q9UNA4; AID 588590; Pol iota fluorescent replication assay, 10 min; 390,000 tested, 1% active
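Pol iota at 10 nM preincubated 15 min with compounds at room temperature; reaction started with fluorescent substrate, 50 nM final. Fluorescence read kinetically at 0 and 10 min; buffer-only wells as negative control.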
BAZ2B inh = inhibitors of human BAZ2B bromodomain | Q9UIF8 | AlphaScreen BAZ2B-H3K14Ac peptide displacement | Potency, µM (titrated, usually from 114 µM), inactives show top-dose activity change, negative = inhibition, actives largely listed as inhibitors | 360,000 tested, 4.4% active | AID 504333; further: on the % scale 0 is the no-effect control and ±100 the full control effect; nearly all actives have a fitted effect of over 60% in size
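AlphaScreen displacement: compounds (up to 110uM) incubated 30 min at room temperature with a preformed 50 nM BAZ2B/50 nM biotinylated H3K14Ac peptide complex in PBS pH 7.4 with Tween-20. Donor and acceptor beads at 10 ug/mL final added, 20 min light-protected before reading.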
G9a inh = blocks human histone lysine methyltransferase G9a | Q96KQ7 | 350,000 tested, 8.8% active | G9a H3K9 monomethylation, AlphaScreen, 2 h | Potency, µM (titrated, usually from 102 µM), inactives show at the highest dose activity, negative = inhibition, most hits filed as inhibitors; further: on the % scale 0 is the no-effect control and ±100 the full control effect; nearly all actives have a fitted effect of over 75% in size
Target sequence (Q96KQ7 913-1193 limits assumed): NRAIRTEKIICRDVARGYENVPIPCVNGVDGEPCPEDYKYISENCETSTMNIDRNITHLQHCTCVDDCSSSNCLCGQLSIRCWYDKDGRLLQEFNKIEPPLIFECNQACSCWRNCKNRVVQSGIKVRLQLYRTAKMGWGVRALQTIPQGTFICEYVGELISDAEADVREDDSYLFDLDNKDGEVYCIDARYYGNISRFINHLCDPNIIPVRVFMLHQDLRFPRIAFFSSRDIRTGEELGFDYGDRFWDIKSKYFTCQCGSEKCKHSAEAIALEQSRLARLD
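Quantitative HTS format: methyltransferase activity on a biotin-tagged H3K9 peptide is measured by AlphaScreen, using a rabbit anti-monomethyl-H3K9 antibody with streptavidin donor and anti-IgG acceptor beads. Final levels are 20 nM enzyme, 500 nM peptide, 20 uM SAM; 2 h RT.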
* hit, by the source's call; i = inactive; ? = inconclusive; . = not tested or not shown; [ ] = another dose, or the depositor's remark. Unless noted, the call rests on the fitted dose curve; in most records, active means well fitted curve in the direction sought with a large enough effect; inconclusive means small, poorly fitted or top-dose-only effect, or another doubt; inactive means no such curve, though single readings can be large; an effect the other way counts as inactive or inconclusive. Potency means the concentration at half of the fitted maximal effect. A portion of the library; rates above refer to the full screens.

SMILES	HP1b chromo inh	Pin1 inhibitor	PGK inhibitor	GLS inhibitor	BLM helicase inh	JMJD2A Tudor	Pol iota inh	BAZ2B inh	G9a inh
COc1ccc(-n2nnnc2SCC#CCO)cc1	19%	-2%	5%	-4%	-2%	-5%	2%	-34%	-18%[12.7 µM]
CC(C)c1cc(NC(=O)CCl)on1	37%	-9%	4%	4%	-4%	-6%	-11%	-20%	-31%
CCOCCCNC(=S)N1CCN(c2nc(-c3ccc(F)cc3)cs2)CC1	1%	9%	10%	3%	-12%	-18%	2%	?	?
CCCn1c(CNc2ccc(Br)cc2)nc2ccccc21	33%	?	-6%	28%	-8%	-20%	-27%	-7%	-1%
C=CCOc1ccc(/C=C2\SC(=S)N(NS(=O)(=O)c3ccc(C)cc3)C2=O)cc1	?	.	-22%	-2%	-16%	50µM*	?	40µM*	15%[2.33 µM]
CCC(CC)C(=O)c1c[nH]c(C(=O)O)c1	15%	0%	-4%	0%	-4%	-12%	10%	-8%	-2%
COc1ccc(NC(=S)Nc2ncccc2C)cc1OC	?	-4%	i	-5%	-3%	?	52%[activator]	?	22µM*
CC(C)(C)c1ccc(C(=O)NCC(=O)NCc2ccccn2)cc1	44%[activator]	-6%	-10%	3%	.	-11%	31%[activator]	1%	43%[59 µM]
CC(C)Oc1nc(-c2ccccc2Cl)nc2ccccc12	145%[activator]	1%	i	-10%	-6%	97%[activator]	-1%	63%[activator]	178%[activator]
COc1cc2c(cc1OC)-c1cc(OCc3cccnc3)nc(=O)n1CC2	22%	16%	-6%	-1%	-5%	-15%	18%	-2%	-1%[12.7 µM]
COc1ccc(Cc2nnc(SCC(=O)N3CCc4ccccc4C3)o2)cc1	12%	-5%	-5%	6%	-8%	-6%	28%	4%	-88%
Oc1ccc(Br)cc1/C=N/Nc1nc(N2CCCCC2)nc(N2CCOCC2)n1	37%	1%	-3%	-7%	-4%	-13%	-11%	-13%	15%
CC(Sc1nc2c(c(=O)[nH]1)CCCC2)C(=O)Nc1ccc(Br)cn1 (configuration not stated)	8%	-17%	i	0%	-7%	?	41%[activator]	?	?
COC(=O)N1C(=O)[C@@](c2ccc(OC)cc2)(C(C)C)N1C(=O)OC	54%[activator]	-3%	6%	6%	0%	-15%	?	-23%	-33%
CCN(CC)Cc1cc(C(C)=O)ccc1O	34%	-2%	-2%	15%	-1%	2%	15%	3%	-7%
Cc1ccc(NC(=S)Nc2ccc3[nH]c(=O)[nH]c3c2)cc1C	-7%	0%	i	42%[activator]	-5%	-30%	8%	-21%	?
C/C(Cl)=C/Cn1c(SCc2ccc(Cl)cc2)nc2c1c(=O)[nH]c(=O)n2C	17%	10%	0%	14%	-3%	11%	3%	-1%	?
Cc1cccc(-n2c(=O)c3c(C)c(C)sc3n(CC(N)=O)c2=O)c1	33%	-3%	-8%	-2%	-3%	-5%	38%[activator]	7%	18%
Cc1ccc(-c2c3c(=O)n(C)c(=O)n(C)c3cn2-n2cnnc2)cc1	47%[activator]	2%	-1%	-7%	2%	-9%	?	11%	?
CC(C)C(OC(=O)c1cccs1)C(=O)NCc1ccccc1 (configuration not stated)	28%	-9%	-4%	8%	-2%	-5%	-18%	-3%	-7%
CC(=O)Nc1ccc(S(=O)(=O)NCC(=O)NNC(=O)COc2c(C)cccc2C)cc1	22%	1%	-3%	2%	.	-20%	53%[activator]	.	.
COc1ccccc1CNC(=O)c1ccc(N2CCCC2)c(NC(=O)NCc2ccccc2)c1	28%	?	?	3%	-1%	-6%	10%	-15%	7%[12.7 µM]
Cc1cccc(N2C(=O)C(Oc3ccc(Cl)cc3Cl)C2C(=O)O)c1C (configuration not stated)	8%	-2%	-6%	3%	-4%	-7%	0%	19%	6%[59 µM]
COc1cccc(C(CNC(=O)C(c2ccccc2)c2ccccc2)N(C)C)c1 (configuration not stated)	-6%	-1%	-4%	64%[activator]	2%	-16%	27%	1%	-8%
Cc1cccnc1NC(=O)Cn1nc([N+](=O)[O-])cc1C	50%[activator]	-1%	i	-4%	-1%	8%	45%[activator]	-6%	?
O=C(NCc1cccc(C(F)(F)F)c1)C1CCN(c2ncccn2)CC1	7%	-6%	i	-1%	-1%	-20%	136%	25%	13%
O=C(NN1C(=O)c2ccccc2C1=O)c1ccc2c(c1)C(=O)N(CC1CCCO1)C2=O (configuration not stated)	16%	-1%	-1%	-4%	1%	8%	-2%	-1%	5%
CCOc1cccc(-c2cc(-c3n[nH]c(=S)n3CC)c3ccccc3n2)c1	-16%	-5%	4%	-7%	-9%	?	11%	?	?
O=C(N/C(=C\c1ccc([N+](=O)[O-])cc1)C(=O)N1CCOCC1)c1cccc(Br)c1	13%	-3%	5%	16%	-2%	-18%	-9%	-7%	.
CCCCN(C(=O)c1ccc(-c2ccc([N+](=O)[O-])cc2)o1)c1c(N)n(CCCC)c(=O)[nH]c1=O	16%	10%	-3%	-12%	.	-9%	22%	-7%	4%[0.501 µM]
O=C(O)c1cccc2c1C(=O)c1ccc(-c3ccc(F)cc3F)cc1S2(=O)=O	36%	-7%	6%	-7%	.	-17%	-10%	-1%	14%[2.33 µM]
O=C(N1CCOCC1)N(Cc1cccs1)C1CCCC1	17%	-14%	5%	5%	-1%	10%	2%	3%	5%
CCNC(=O)Nc1ccc(-n2nc(C)c(C(=O)OCC)c2C)nc1	0%	-7%	-5%	-4%	-3%	20µM*	-20%	-21%	-1%
O=C(CN1C(=O)/C(=C/c2cccc(Br)c2)SC1=S)NC1=NCCS1	1%	?	-7%	4%	-6%	-18%	39%[activator]	?	-39%
O=C(CCn1ccc2cc(S(=O)(=O)N3CCCC3)ccc21)NCc1ccccc1Cl	19%	13%	6%	-22%	-1%	-12%	-30%	-11%	-6%[59 µM]
CC(C)(C)NC(=O)CN(C(=O)CCC(=O)Nc1nccs1)c1ccc2c(c1)OCCO2	-1%	-4%	i	6%	-2%	-7%	27%	4%	8%
COc1ccc(-n2c(=S)[nH]c3ncccc3c2=O)cc1	37%	1%	-1%	1%	-3%	-17%	26%	-4%	4%[59 µM]
CCC(=O)Nc1ccc(-c2nc3ncccc3o2)cc1C	19%	4%	-2%	-4%	1%	-20%	-27%	-8%	-6%[59 µM]
CCOC(=O)C1CCN(C(=O)c2c(-c3ccccc3)noc2C)CC1	14%	?	-6%	4%	-2%	0%	37%[activator]	8%	-5%[0.501 µM]
CC(CN1CCCCC1)OC(=O)c1ccc(Cl)cc1Cl (configuration not stated)	37%	-5%	-1%	6%	-6%	-10%	0%	8%	6%[12.7 µM]
CC(Oc1ccccc1)C(=O)N1CCN=C1SCc1cccc(F)c1 (configuration not stated)	91%[activator]	-11%	2%	-5%	-7%	6%[11.4 µM]	-8%	14%	101%[activator]
Cc1cc2cc(CNC(=O)c3ccc(S(=O)(=O)N4CCCCC4)cc3)ccc2[nH]1	18%	6%	i	10%	-3%	-22%	-7%	-33%	-14%[59 µM]
CN(Cc1ccccc1)C(=O)c1cccc(C(=O)N(C)Cc2ccccc2)c1	9%	-2%	6%	3%	1%	-10%	18%	2%	8%
Cc1cc(C)n(CC(=O)NCc2ccccc2)c(=O)c1C#N	11%	-1%	-7%	18%	-2%	-4%	-3%	-6%	39%
CCOC(=O)c1c(C)[nH]c(C)c1S(=O)(=O)N(C)CC(=O)N1CCN(c2ccc(OC)cc2)CC1	5%[57 µM]	-1%	1%	45%[activator]	1%	-29%	-5%	-23%	.
COc1ccc(S(=O)(=O)NCCCN2CCOCC2)c2ccccc12	4%	-5%	.	0%	6%	-28%	27%	2%	?
COc1ccc(CCN2CC(C(=O)Nc3ccc(S(C)(=O)=O)cc3)CC2=O)cc1OC (configuration not stated)	29%	-15%	i	3%	.	-14%	20%	10%	4%[0.501 µM]
O=C(NCCC1CCCC1)C1CCC(=O)N(CCCN2CCCC2=O)C1 (configuration not stated)	28%	-11%	-6%	-2%	-2%	-6%	14%	2%	20%[59 µM]
CCc1ccc2nc(NC(=O)C3CSC4(C)CCC(=O)N34)sc2c1 (configuration not stated)	22%	0%	-5%	-9%	.	-12%	-8%	-34%	28µM*
Cc1nc2ccc(CCO)cc2s1	40%[activator]	7%	-5%	13%	1%	-6%	3%	1%	1.1µM*
Cc1c2cnn(-c3ccccc3)c(=O)c2c(C)n1CC(=O)NCCc1ccc(Cl)cc1	45%	10%	3%	3%	-3%	3%	14%	-2%	0%[59 µM]
COc1ccc(C)cc1NC(=O)CN1C(=O)C2CC=CCC2C1=O (configuration not stated)	27%	-3%	i	-3%	.	-11%	29%	4%	-5%[2.33 µM]
COC(=O)N/N=C/c1ccc(OS(=O)(=O)c2ccc(C)cc2)c(OC)c1	8%	0%	-12%	-18%	3%	-6%	-13%	-5%	11%
O=[N+]([O-])c1ccc2c(c1)/C(=N\O)c1ccccc1-2	3%	-1%	-3%	-1%	2%	-23%	80%[activator]	-15%	-6%
CCCc1[nH]n(-c2nc3ccccc3s2)c(=O)c1C=NCC1CCCO1 (configuration not stated)	11%	-12%	i	-5%	0%	?	19%	-4%	-7%[59 µM]

Grouped by structure, the entries above with a thiophene ring, fused or not.
SMILES	HP1b chromo inh	Pin1 inhibitor	PGK inhibitor	GLS inhibitor	BLM helicase inh	JMJD2A Tudor	Pol iota inh	BAZ2B inh	G9a inh
Cc1cccc(-n2c(=O)c3c(C)c(C)sc3n(CC(N)=O)c2=O)c1	33%	-3%	-8%	-2%	-3%	-5%	38%[activator]	7%	18%
CC(C)C(OC(=O)c1cccs1)C(=O)NCc1ccccc1 (configuration not stated)	28%	-9%	-4%	8%	-2%	-5%	-18%	-3%	-7%
O=C(N1CCOCC1)N(Cc1cccs1)C1CCCC1	17%	-14%	5%	5%	-1%	10%	2%	3%	5%
